Tb PYK inh – qHTS of Trypanosoma Brucei Inhibitors; pyruvate kinase (Trypanosoma brucei), Q57TT1; TbPYK enzyme, Kinase-Glo Plus ATP luminescence, 45 min; Potency, µM (doses to about 76.8 µM), without a hit: at the highest dose activity, negative = inhibition, usual class: inhibitors; 410,000 compounds, 0.12% hits; AID 624173, 2012; active = well fitted inhibition curve with a large enough effect; inconclusive = small, poorly fitted or top-dose-only effect; note: nearly all actives have a fitted effect of over 50% in size
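Enzyme and substrate buffer are dispensed first and compound is pin-transferred. ADP at 130 uM final then starts the reaction, which runs 45 min at room temperature. Detection reagent is added for 10 min before luminescence is imaged.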
* = called active by the depositor; [ ] = remark or other dose. % is set by controls: 0 for no effect and ±100 for the full control effect; potency is the fitted concentration of half-maximal effect.

O=C(Nc1cccc(F)c1)N1CC[C@@]2(CCCN(C(=O)Oc3ccccc3)C2)C1 was read as Tb PYK inh -0.5%.
For CCOc1ccc(Sc2cc(C(=O)NCCc3ccc(OC)c(OC)c3)c3ccccc3n2)cc1 the results were Tb PYK inh -1.4%.
COCCNC(=O)c1ccc(-c2ccc(OC)cc2C)c2ccoc12 was read as Tb PYK inh -21.2%.
Screening Cc1ccc2nc(SCC(=O)N3N=C(c4cccs4)CC3c3ccc(F)cc3)nc(=O)n2c1 (stereo not drawn) returned Tb PYK inh 0.6%.
For CCCNC(=O)c1cc(C2CCCCN2C(=O)c2cccs2)on1 (stereo not drawn) the results were Tb PYK inh 6.3%.
`O=C(NCc1ccc(F)cc1)c1ccc2c(O)c(S(=O)(=O)c3ccccc3)c(=O)[nH]c2c1` gave Tb PYK inh inconclusive.
Screening O=C(NC1CCCC1)C1c2ccccc2OCC(=O)N1CCc1ccccc1 (stereo not drawn) returned Tb PYK inh 0.9%.
For CCc1nn(CC(=O)NCc2ccco2)c(=O)c2cc3cc(F)ccc3n12 the results were Tb PYK inh 3.2%.
COc1ccc(CN2CCC(C)(Oc3ccc(C(C)=O)cc3)C2)c2ccccc12 (stereo not drawn) was read as Tb PYK inh -2.3%.
CC(C)CCN(Cc1ccco1)C(=O)Cn1ncc2c([nH]c3ccccc32)c1=O was read as Tb PYK inh 3.5%.
Screening O=S(=O)(c1ccc(Br)cc1F)N1CC[C@H](O)C1 returned Tb PYK inh 5.4%.
Screening O=C1[C@H]2[C@@H](c3ccc(C(F)(F)F)cc3)N[C@]3(CCCN(Cc4ccc(C(F)(F)F)cc4)C3=O)[C@H]2C(=O)N1Cc1ccccc1 returned Tb PYK inh 11.7%.
For O=C(NCc1cccc(Cl)c1)c1cc2ccc3cccnc3c2[nH]1 the results were Tb PYK inh -3.7%.
For COc1ccc(/C=C(\C#N)c2nc3ccccc3n2C)c(OC)c1 the results were Tb PYK inh -1.7%.
Screening CCOC(=O)N1CCN(C(c2cc3ccccc3o2)c2nnnn2C(C)(C)C)CC1 (stereo not drawn) returned Tb PYK inh 4.5%.

The final 2 entries of the part above open the next one:
For COc1ccc(/C=C(\C#N)c2nc3ccccc3n2C)c(OC)c1 the results were Tb PYK inh -1.7%.
Screening CCOC(=O)N1CCN(C(c2cc3ccccc3o2)c2nnnn2C(C)(C)C)CC1 (stereo not drawn) returned Tb PYK inh 4.5%.
`CCN1CCOC(=O)C1CC(=O)Nc1ccc(C)c(Cl)c1` (stereo not drawn) gave Tb PYK inh 4.1%.
CCN(c1ccccc1)S(=O)(=O)c1nnc(NC(=O)c2cccs2)s1 was read as Tb PYK inh -1.1%.
For CCc1cccc(NC(=O)C(c2ccccc2)N2Cc3ccccc3C2=O)c1 (stereo not drawn) the results were Tb PYK inh -11.4%.
For CCCCn1c(N)c(N(Cc2ccccc2OC)C(=O)CSCC(=O)Nc2ccc(C)cc2)c(=O)[nH]c1=O the results were Tb PYK inh 1.0%.
`COc1cccc(-c2cnc3c(NC(C)=O)cc(-c4cccc(C(=O)NCCO)c4)cn23)c1` gave Tb PYK inh -9.5%.
`COc1ccccc1-c1nc2c(c(SCC(=O)Nc3ccccc3F)n1)Cc1c(CO)cnc(C)c1O2` gave Tb PYK inh -0.1%.
Screening CCOC(=O)N1CCc2c(sc3c2c(=O)n(Cc2ccccc2)c(=O)n3CC(=O)Nc2c(C)cccc2C)C1 returned Tb PYK inh 2.9%.
For CCC(C)(C)NS(=O)(=O)c1cc(-c2cc(C)no2)ccc1C the results were Tb PYK inh 4.8%[15.4 µM].
Cc1cc(Cl)ccc1C(O)c1ncc(-c2ccc(Cl)cc2)[nH]1 (stereo not drawn) was read as Tb PYK inh 3.6%.
For COC(=O)c1sc(-c2ccccc2)cc1NC(=O)c1cccc(F)c1 the results were Tb PYK inh 0.3%.
Screening CCOC(=O)/C=C1/SCC(=O)N1CC(=O)c1ccc[nH]1 returned Tb PYK inh 1.2%.
COc1ccc2[nH]cc(CCNC(=O)c3cnn(-c4ccc(C)cc4)c3C3CCN(C(=O)OC(C)(C)C)CC3)c2c1 was read as Tb PYK inh -2.0%.
For C=CCOc1ccc(/C=N/n2nnnc2N)cc1OC the results were Tb PYK inh 2.5%.
Screening Cc1cccc(NC(=O)C2CCN(S(=O)(=O)c3ccc4c(c3)CCCN4C(=O)C3CCC3)CC2)c1 returned Tb PYK inh 0.5%.
COc1cccc(C(c2sc3nc(-c4ccco4)nn3c2O)N2CCC3(CC2)OCCO3)c1 (stereo not drawn) was read as Tb PYK inh -10.8%.
For COc1ccc(CCc2cc(OC)c(OC)c(OC)c2)cc1 the results were Tb PYK inh -17.3%.
`CCN(CC)C(=O)c1sc2c(c1C)c(=O)n(Cc1ccccc1)c(=O)n2CC(=O)Nc1ccc(OC)cc1` gave Tb PYK inh -1.4%[15.4 µM].
CC1(C(=O)NS(=O)(=O)c2cccc(F)c2)CCN1C(=O)CC1CCCC1 (stereo not drawn) was read as Tb PYK inh -6.1%.
For O=C(COc1ccc(F)cc1)Nc1nnc(SCc2cc(=O)n3ccccc3n2)s1 the results were Tb PYK inh -2.8%.
`CCc1ccccc1OCCSc1nc(-c2cccs2)nc2cc(=O)[nH]n12` gave Tb PYK inh 1.3%.
For CC(NC(=O)CSc1n[nH]c(-c2ccccc2Cl)n1)c1nc2ccccc2n1C (stereo not drawn) the results were Tb PYK inh 1.7%.
COc1ccccc1-c1noc2c1C(=O)N(Cc1cn(-c3ccc(Cl)cc3)nn1)CC2 was read as Tb PYK inh -4.4%.
O=C1NN=C(c2ccccc2)C1Cc1ccccc1 (stereo not drawn) was read as Tb PYK inh 0.5%.
For Cc1cccc(-n2c(/C=C/c3c(C)[nH]c4ccccc34)nc3ccccc3c2=O)c1 the results were Tb PYK inh -0.4%.
Oc1ccc2ccccc2c1CN1CC2CCC(CC2)C1 was read as Tb PYK inh -0.9%.
`COc1ccc(NC(=O)c2sc3nc(C)c(C(=O)Nc4ccc(Cl)cc4)c(-c4ccc(Br)cc4)c3c2N)cc1` gave Tb PYK inh -6.3%.
COc1ccc(C2=NC3(CCCCCC3)N(CC(=O)Nc3ccc(C)c(C)c3)C2=O)cc1 was read as Tb PYK inh 0.0%.
For COC(=O)c1c(NC(=O)COc2cccc(C(F)(F)F)c2)sc2c1CCCC2 the results were Tb PYK inh -10.0%.
CN1CCN(C(=O)c2cnn(-c3ccccc3)c2C2CCN(C(=O)OC(C)(C)C)CC2)CC1 was read as Tb PYK inh -4.3%[15.4 µM].
For CCOc1ccccc1/C=C/c1onc(C)c1S(=O)(=O)N1CCC(C(=O)N2CCCCC2)CC1 the results were Tb PYK inh -3.0%[15.4 µM].
`COc1ccccc1N1CCN(c2nc3ccc(C)cc3n3nnnc23)CC1` gave Tb PYK inh 5.0%.
Screening CCN1CCN(C(=O)Cn2c(-c3cccs3)cc3cc(Cl)ccc32)CC1 returned Tb PYK inh 2.4%.
CC(C)c1ccc(C(=O)CC2(O)C(=O)N(CCc3ccccc3)c3ccc(Cl)cc32)cc1 (stereo not drawn) was read as Tb PYK inh 0.9%.
For CC(=O)Nc1ccc(-n2cc3c(c2-c2ccc(C)cc2)c(=O)n(C)c(=O)n3C)cc1 the results were Tb PYK inh -2.1%.
For CCOc1cccc2cc(-c3nc4sc5c(c4c(=O)[nH]3)CCC(C(C)(C)C)C5)c(=O)oc12 (stereo not drawn) the results were Tb PYK inh -1.1%.
`CC(=O)N1CC2(CC(c3ccccc3C(F)(F)F)=NO2)CN1c1ccc(Cl)cc1` (stereo not drawn) gave Tb PYK inh -7.3%.
O=C(CCc1ccccc1)NCc1nc2cccnc2n1Cc1ccc(F)cc1 was read as Tb PYK inh 0.0%.
Screening O=C(Nc1ccc2c(c1)OCCO2)C1c2ccccc2OCC(=O)N1CCc1c[nH]c2ccccc12 (stereo not drawn) returned Tb PYK inh -6.1%.
CN1CCN(C(=O)OCCOCCOC(=O)N2CCN(C)CC2)CC1 was read as Tb PYK inh 4.4%.
COCCNC(=O)c1cc2c(c(-c3cccc(C#Cc4ccc(OC)c(OC)c4)c3)n1)[C@H](CCO)N(S(=O)C(C)(C)C)C2 (stereo partly drawn) was read as Tb PYK inh -1.8%.
For CCC(=O)N1CCc2cc(S(=O)(=O)NC(C(=O)NCc3ccc(OC)cc3)C(C)C)ccc21 (stereo not drawn) the results were Tb PYK inh 1.8%.
Screening CCN1C(C)=CC(=O)[C@@H](O)[C@H]1c1ccccc1Br returned Tb PYK inh 2.4%.
`Cc1ccc(CNC(=O)Cn2c(=O)cc(C)c3c(C)nn(-c4cccc(F)c4)c32)cc1` gave Tb PYK inh 0.3%.
Screening Cc1ccc(C(=O)N/C(=C/c2ccc(-c3ccc([N+](=O)[O-])cc3)o2)C(=O)NCCCN(C)C)cc1 returned Tb PYK inh -4.0%.
Screening O=C(NCc1ccccn1)C1CC(=O)N(C2CCCC2)C1 (stereo not drawn) returned Tb PYK inh -2.6%.
`C[C@]12CC[C@@H](O)CC1=CCC1C2CC[C@@]2(C)C1CC[C@@H]2O` (stereo partly drawn) gave Tb PYK inh -2.4%.
CCOC(=O)c1c(C)[nH]c(C)c1S(=O)(=O)N1CCC(C(=O)Nc2ccc(C)c(N(C)C)c2)CC1 was read as Tb PYK inh -3.4%.
Nc1c(C(=O)Nc2cccc(Br)c2)sc2nc3c(cc12)N1CCC3CC1 was read as Tb PYK inh -1.4%.
Screening OCC[C@H]1C[C@H](O)[C@@H](O)[C@@]2(CCCO2)O1 returned Tb PYK inh 2.8%.
For Cc1nn2c(=O)cc(COC(=O)c3ccc(NC(=O)CCc4ccccc4)cc3)nc2s1 the results were Tb PYK inh -5.7%.
`CCSc1ncc(Cl)c(C(=O)Nc2sc(C(C)=O)c(C)c2C(=O)OC)n1` gave Tb PYK inh 1.2%.
Screening O=C(Nc1ccc(F)c(Cl)c1)[C@@H]1O[C@H](CO)[C@H](O)[C@H](O)[C@H]1O returned Tb PYK inh 4.5%.
Screening COc1ccc(-c2coc3c(C(=O)Nc4cccc(NS(C)(=O)=O)c4)cccc23)c(C)c1 returned Tb PYK inh 5.2%.
`CCCCN1C(=O)C(CC(=O)NCCCN(C)C)CC(C(=O)N(C(C)C)C(C)C)=C1C` (stereo not drawn) gave Tb PYK inh -1.5%.
Screening O=C(CSC1=Nc2ccccc2C2=NC(CC(=O)NC3CCCCC3)C(=O)N12)Nc1ccc(F)cc1 (stereo not drawn) returned Tb PYK inh 2.5%.
`CC(=O)c1ccc2c(c1)N(Cc1ccccc1)C(=O)C(C)S2` (stereo not drawn) gave Tb PYK inh -8.9%.
For O=C(Nc1cccc(C(=O)OCc2cc(=O)n3nc(C4CC4)sc3n2)c1)c1ccc(F)cc1 the results were Tb PYK inh 5.9%.
CCOc1ccc(NC(=O)c2nc3nc(C)cc(C(F)F)n3n2)cc1 was read as Tb PYK inh 0.3%.
`O=C(NCc1ccc(F)cc1)c1ccc(CS(=O)Cc2ccc(Cl)cc2)o1` (stereo not drawn) gave Tb PYK inh 1.3%.
`CCc1nnc(SCc2nc(-c3cccc(C)c3)oc2C)c2cc3sc(C)cc3n12` gave Tb PYK inh -3.6%.
`CCOC(=O)c1c(-c2ccccc2)csc1NC(=O)c1cc(-c2ccc(C)c(F)c2)on1` gave Tb PYK inh -3.5%.
For Cc1cn([C@H]2C[C@H](O)[C@@H](CNC(=O)c3ccccn3)O2)c(=O)[nH]c1=O the results were Tb PYK inh -0.5%.
`CCOc1ccc(C(=O)c2cn(CC(=O)Nc3ccc(F)cc3)c3cc4c(cc3c2=O)OCO4)cc1` gave Tb PYK inh 5.0%.
COC(=O)c1c(-c2cccs2)csc1NC(=O)COc1ccc(C(C)C)cc1 was read as Tb PYK inh -4.4%.
For CC(=O)c1ccc(-c2cnc3c(NC=O)cc(-c4cnn(C)c4)cn23)cc1 the results were Tb PYK inh -1.6%.
Screening COc1ccccc1N1CCN(C(=O)CN2C(=O)COc3ccc(S(=O)(=O)N4CCC(C)CC4)cc32)CC1 returned Tb PYK inh -2.7%.
COC(=O)c1cc(C)nc2c1c(=O)nc(SCc1ccccc1F)n2C1CC1 was read as Tb PYK inh -0.7%.
`COc1ccc(C(=O)Nc2nc(C)cs2)cc1S(=O)(=O)N1CCOCC1` gave Tb PYK inh -3.3%.
`CS(=O)(=O)N1CCC2(CCCN(c3ccccn3)C2)CC1` gave Tb PYK inh 0.0%.
CCOC(=O)c1cc(-c2ccc(OC)cc2)n(CCC(=O)NCCc2ccc(OCC)c(OCC)c2)c1C was read as Tb PYK inh 1.2%.
Screening COc1ccc(NC(=O)c2ccc(-c3ccc(F)cc3)o2)cc1OC returned Tb PYK inh -9.1%.
For COc1ccc(C2C3=C(CC(C)(C)CC3=O)Oc3ncn4nc(-c5cccnc5)nc4c32)cc1 (stereo not drawn) the results were Tb PYK inh 8.0%.
COc1ccccc1-c1cc(C(=O)Nc2c(C)nn(Cc3ccc(Cl)cc3)c2C)no1 was read as Tb PYK inh 12.6%.
Cc1cc(Nc2ccc(C)c(Cl)c2)n2nc(-c3ccccc3)nc2n1 was read as Tb PYK inh -3.3%.

7 records drawn at random from those above, as already listed:
`CS(=O)(=O)N1CCC2(CCCN(c3ccccn3)C2)CC1` gave Tb PYK inh 0.0%.
CCOC(=O)c1cc(-c2ccc(OC)cc2)n(CCC(=O)NCCc2ccc(OCC)c(OCC)c2)c1C was read as Tb PYK inh 1.2%.
COc1ccccc1-c1cc(C(=O)Nc2c(C)nn(Cc3ccc(Cl)cc3)c2C)no1 was read as Tb PYK inh 12.6%.
For CC(=O)c1ccc(-c2cnc3c(NC=O)cc(-c4cnn(C)c4)cn23)cc1 the results were Tb PYK inh -1.6%.
Screening COc1ccc(NC(=O)c2ccc(-c3ccc(F)cc3)o2)cc1OC returned Tb PYK inh -9.1%.
`COc1ccc(C(=O)Nc2nc(C)cs2)cc1S(=O)(=O)N1CCOCC1` gave Tb PYK inh -3.3%.
For COc1ccc(C2C3=C(CC(C)(C)CC3=O)Oc3ncn4nc(-c5cccnc5)nc4c32)cc1 (stereo not drawn) the results were Tb PYK inh 8.0%.

High-throughput results deposited in PubChem BioAssay by National Center for Advancing Translational Sciences (NCATS).

Only part of the results is shown; rates above refer to the full screens.
